TWEAK-Fn14 inh: blocks TWEAK-Fn14 interaction in a reporter cell assay | inhibition, % at 10 µM | TWEAK-stimulated Fn14 reporter cells, luciferase luminescence, 8 h | 360,000 tested, 2% active | AID 1159606; in the data active means inhibition above about 50%
TLR9-MyD88 block: TLR9-MyD88 interaction inhibition; Q9NR96+Q99836; CHO BLA complementation TLR9-MyD88, CCF4 FRET ratio; inhibition, % at 4.98 µM; 340,000 tested, 0.21% active; AID 504734;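 active means inhibition above the mean over all tested compounds plus 3 SD, cut at about 21% in these data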;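 further: 0% = DMSO only wells and 100% = clavulanate BLA inhibitor control wells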
SRC3 inh: human NCOA3 inhibition | Q9Y6Q9 | HEK293 GAL4-SRC3 luciferase reporter, luminescence | inhibition, % at 3.6 µM | 360,000 tested, 0.17% active | AID 588352;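 active means inhibition above a per-campaign cutoff, the mean of all compounds plus 3 SD, cut at about 60% in these data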;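 further: 0% = DMSO-treated cells and 100% = gossypol-treated cells at 36 µM; higher means less SRC3-driven luciferase light from the GAL4 reporter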
TROY signal inh: blocks TROY-dependent signaling in reporter cells; AID 1347056; Q293 LMP1-TROYcd NF-kB luciferase reporter, 4 h; 360,000 tested, 0.98% active; inhibition, % at 10 µM;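 active means compounds whose plate-normalised and pattern-corrected inhibition of the luciferase reporter signal at the single screening dose is 50% or more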
SRC1 inh: human NCOA1 inhibition; inhibition, % at 3.6 µM; 360,000 tested, 0.12% active; Q15788; HEK293 GAL4-SRC1 luciferase reporter, luminescence; AID 588354;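 active means inhibition above the campaign mean plus 3 SD, with each screening campaign given its own cutoff, cut at about 60% in these data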;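 further: 0% = DMSO treated cells and 100% = gossypol at 36 µM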
COUP-TFII inh: blocks human COUP-TFII nuclear receptor. P24468. HEK293T NGFI-A luciferase reporter, luminescence. inhibition, % at 8.6 µM. 370,000 tested, 0.7% active;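 active means inhibition above a per-plate cutoff, mean inhibition of test wells between control levels plus 3 SD, cut at about 38% in these data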;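 further: cells cotransfected with COUP-TFII expression vector driving the NGFI-A reporter; 0% = median of COUP-TF2 test wells and 100% = reporter-only cells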
Target sequence (P24468 whole entry, looked up): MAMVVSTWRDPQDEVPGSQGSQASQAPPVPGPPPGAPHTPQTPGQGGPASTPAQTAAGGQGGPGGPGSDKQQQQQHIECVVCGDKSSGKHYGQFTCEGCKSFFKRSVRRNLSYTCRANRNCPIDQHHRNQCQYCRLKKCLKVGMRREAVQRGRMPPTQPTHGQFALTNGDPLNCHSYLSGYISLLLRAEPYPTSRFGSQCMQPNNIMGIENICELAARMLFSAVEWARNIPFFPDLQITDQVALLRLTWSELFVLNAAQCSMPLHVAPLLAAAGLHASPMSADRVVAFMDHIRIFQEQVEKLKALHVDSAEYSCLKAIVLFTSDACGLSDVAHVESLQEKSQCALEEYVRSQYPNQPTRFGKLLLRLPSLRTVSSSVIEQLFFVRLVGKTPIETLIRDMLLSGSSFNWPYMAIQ
NOD2-RIPK2 inh: inhibitors of human NOD2-RIPK2 interaction. CHO BLA complementation NOD2-RIPK2, CCF4 ratio. inhibition, % at 4.98 µM. 360,000 tested, 0.38% active; in the data active means inhibition above about 21%;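 further: 0% = vehicle only and 100% = reference blocker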
Target sequence (O43353 whole entry, looked up): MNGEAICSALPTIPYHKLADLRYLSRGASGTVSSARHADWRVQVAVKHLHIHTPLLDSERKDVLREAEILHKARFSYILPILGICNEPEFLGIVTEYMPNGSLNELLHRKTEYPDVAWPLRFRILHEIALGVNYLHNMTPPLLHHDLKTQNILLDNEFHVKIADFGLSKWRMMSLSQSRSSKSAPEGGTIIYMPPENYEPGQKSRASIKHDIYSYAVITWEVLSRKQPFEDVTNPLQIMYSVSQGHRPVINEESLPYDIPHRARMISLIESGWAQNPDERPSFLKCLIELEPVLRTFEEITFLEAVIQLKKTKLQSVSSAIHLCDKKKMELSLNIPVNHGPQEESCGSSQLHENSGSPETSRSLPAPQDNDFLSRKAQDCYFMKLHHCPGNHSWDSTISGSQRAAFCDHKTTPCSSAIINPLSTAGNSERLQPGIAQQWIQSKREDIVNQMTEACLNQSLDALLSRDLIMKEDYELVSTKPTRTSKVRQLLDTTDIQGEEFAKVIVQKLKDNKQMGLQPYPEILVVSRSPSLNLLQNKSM
SRC2 inh: human SRC2 (NCOA2) inhibition; 370,000 tested, 0.17% active; HEK293 GAL4-SRC2 luciferase reporter, luminescence; AID 651957; inhibition, % at 9 µM;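 active means inhibition above the mean inhibition of all tested compounds plus 3 SD, set per campaign, cut at about 52% in these data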;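 further: 0% = DMSO treated cells and 100% = cells given Gossypol at 36 µM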
LRH-1 inv ag: inverse agonists of human LRH-1 (NR5A2) | inhibition, % at 3.6 µM | 360,000 tested, 0.13% active | HEK293T StAR-luciferase reporter, LRH-1 transfected, 24 h | AID 602396 | O00482;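 active means inhibition above the mean inhibition of all tested compounds plus 3 SD, cut at about 73% in these data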;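 further: 0% = DMSO wells and 100% = reporter-only cells lacking LRH-1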
TRAIL sens C8: caspase-8 TRAIL sensitization | NB7+C8 cells + TRAIL, ATPlite viability luminescence | inhibition (viability loss, TRAIL sensitization), % at 10 µM | 360,000 tested, 1% active | AID 624354;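 active means compounds causing at least 50% loss of cell viability in the single-dose screen, relative to plate controls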
EBV LMP1 NFkB: inhibitors of Epstein-Barr LMP1-induced NF-kappaB reporter | LMP1-induced NF-kappaB luciferase reporter cells, luminescence | inhibition, % at 12.5 µM | 350,000 tested, 0.69% active | AID 504558; in the data active means inhibition above about 41%;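 further: 0% = neutral control wells and 100% = reference inhibitor control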
* marks the source's active call; other numbers are inactive results; / = no result given. Only part of the results is shown; count on the stated rates, not on these rows.

SMILES	TWEAK-Fn14 inh	TLR9-MyD88 block	SRC3 inh	TROY signal inh	SRC1 inh	COUP-TFII inh	NOD2-RIPK2 inh	SRC2 inh	LRH-1 inv ag	TRAIL sens C8	EBV LMP1 NFkB
CCOC(=O)C1=C(CN2CCN(C(=O)c3ccco3)CC2)NC(=O)NC1c1ccc(Cl)cc1 (configuration not stated)	-2	7	1	-12	-7	9	-5	-10	-15	-11	-5
Cn1c(N)c(C(=O)COC(=O)c2ccc(Cl)c(S(=O)(=O)N3CCCC3)c2)c(=O)n(C)c1=O	-1	-2	13	19	8	-6	-12	-6	2	-8	-2
Cc1cccc(N(C(=O)c2csnn2)C(C(=O)NCc2ccccc2)c2cccs2)c1 (configuration not stated)	-8	-6	-29	-6	9	15	-6	-12	-14	5	-6
Cn1c(N)c(C(=O)COC(=O)/C=C/c2ccc(Cl)cc2Cl)c(=O)n(C)c1=O	24	/	-12	-5	-5	1	6	6	5	30	/
C[C@@H]1COc2cc(N3CCN(Cc4ccccc4F)CC3)ccc2S(=O)(=O)N1	17	/	/	1	/	14	-6	1	3	6	/
CCOC(=O)C(C)NC(=O)c1cn(-c2ccc(OC)cc2)c(=O)c2ccccc12 (configuration not stated)	16	-2	-7	-7	-7	-15	-10	-5	-4	-5	8
CCC(C(=O)OC(C)C)c1ccc2ccccc2c1 (configuration not stated)	-6	16	3	-11	-8	4	4	-14	13	4	-1
O=C(NCc1ccccc1F)C1CCN(C(=O)NCc2ccccc2)CC1	10	7	0	-14	17	4	-7	-6	7	-17	7
CSc1cccc(-n2c(C)cc(C(N)=O)c2C)c1	30	6	2	45	-9	-9	10	1	-18	1	-12
CCOC(=O)c1cc2oc(C)cc2n1CC(=O)OC1CCCCC1	9	-1	2	10	5	15	1	18	9	10	-16
CCOC(=O)CC1C(=O)NCCN1S(=O)(=O)c1cccc(C(F)(F)F)c1 (configuration not stated)	15	4	0	-4	4	12	-14	-2	6	-15	-2
CCOC(=O)c1ccccc1NC(=O)Cc1c(C(=O)O)n(C)c2ccccc12	-9	12	0	0	4	18	6	-11	-3	10	7
ON=C1C2CC=C(c3ccccc3)C1CCC2 (configuration not stated)	-18	1	1	15	6	-13	-4	7	4	-6	1
CCOC(=O)c1ccc(N(CCC2CO2)S(=O)(=O)c2ccc(C)cc2)cc1 (configuration not stated)	-1	-10	10	-8	6	-27	5	14	15	-7	-13
COCCNC(=S)NC12CC3CC(CC(C3)C1)C2	-14	0	-9	-3	-47	-8	10	14	4	-6	-3
CN(C)S(=O)(=O)c1ccc(NC(=O)c2cccnc2)cc1	11	-8	7	12	7	7	-10	17	2	9	0
COc1ccccc1OCCSc1nc2ccccc2n1CCC(=O)O	-8	6	8	-24	-2	-15	-5	-10	-16	10	-1
Cc1ccc2c(c1)c1c(n2C)C(=O)CCC1	1	1	-14	-10	-7	7	0	-13	5	1	1
Clc1ccc(C(Cn2ccnc2)OCc2c(Cl)cccc2Cl)c(Cl)c1 (configuration not stated)	2	-5	15	31	-4	11	2	-3	-27	4	5
Cc1nc2ccccc2c(=O)n1NCc1cccs1	23	-1	-7	-5	-9	-1	2	0	-2	0	-1
Cc1cc(NC(=O)CN2C(=O)NC(C)(c3ccccc3Cl)C2=O)no1 (configuration not stated)	2	-4	0	15	-4	10	-19	14	14	-1	9
O=C(NCCC1CCCCN1S(=O)(=O)c1ccccc1)C(=O)NCCN1CCOCC1 (configuration not stated)	-6	0	1	4	1	13	-2	-5	9	7	-3
Cc1nc2cc(C(F)(F)F)ccc2n1CCNc1nc(-c2ccc(F)cc2)cs1	8	4	-21	24	-10	12	-3	-3	14	6	-4
CCNC(=O)C1(C)CCN(Cc2ccccc2-c2ccccc2)C1 (configuration not stated)	16	/	10	0	-5	6	4	8	22	-7	/
CCSC1=C(C#N)C(c2cccc(OC)c2)CC(=O)N1 (configuration not stated)	7	-2	14	-6	-1	15	-18	8	7	-14	-3

Additional results follow:
SMILES	TWEAK-Fn14 inh	TLR9-MyD88 block	SRC3 inh	TROY signal inh	SRC1 inh	COUP-TFII inh	NOD2-RIPK2 inh	SRC2 inh	LRH-1 inv ag	TRAIL sens C8	EBV LMP1 NFkB
COc1cc(NC2c3ccccc3C(=O)N2Cc2ccc3c(c2)OCO3)cc(OC)c1 (configuration not stated)	-10	-10	4	-3	2	-12	3	2	-6	2	4
CCOc1ccc2oc(=O)cc(C)c2c1	-12	9	-44	-33	-1	-13	-9	-12	20	2	-1
COc1ccc(S(=O)(=O)NCc2ccc3c(c2)OCO3)cc1C	-13	-5	-10	-12	0	12	2	-3	-19	-1	3
CC(=O)Nc1sc(NC(=O)c2ccc(C)cc2)nc1-c1cccs1	6	2	-3	0	-1	0	-7	0	4	26	-12
C=CCN1C(=O)SC(Cc2cccc(OC)c2O)C1=O (configuration not stated)	-1	1	1	0	-18	-16	8	-39	6	0	-10
COc1ccc(-c2nc(-c3ccccc3)ncc2S(C)(=O)=O)cc1	4	-9	21	-1	-11	-6	-3	-15	6	-13	-6
O=C1CC(c2ccccc2)CC(O)=C1C=NCCc1ccccc1 (configuration not stated)	-16	-15	-2	-15	-6	-2	2	-9	-5	23	-18
CC(Oc1ccc2c(-c3ccccc3)cc(=O)oc2c1)C(=O)N1CCOCC1 (configuration not stated)	5	3	-7	-15	13	0	1	3	-13	5	4
CC1CCN(C(=O)c2ccc(S(=O)(=O)N3CCCC3)cc2)CC1	8	-7	-8	-11	-4	1	-1	-6	5	15	-10
Cc1c(C(=O)Nc2ccncc2)oc2c1C(=O)CC(C)(C)C2	-22	13	-2	4	-14	1	-2	1	14	-10	3
O=C(Cc1ccccc1)NCc1ccc2c(c1)OCO2	-20	0	-43	-2	-50	-30	-1	-79	-44	3	-13
CCOc1ccccc1NC(=O)CSc1nnnn1-c1ccc(C(=O)OC)cc1	-11	-8	4	13	6	14	10	8	13	-9	-7
COc1ccc(OC)c(S(=O)(=O)Nc2cccc3ccccc23)c1	19	/	2	-13	-2	15	-6	-29	-1	0	/
N#Cc1ccc(C(=O)Nc2cc(S(=O)(=O)Nc3ccc(Cl)cc3)ccc2N2CCCCC2)cc1	18	-4	12	-9	4	13	-1	-4	1	18	8
Cc1ccc(C(=O)N(CCN(C)C)CC2CCCN(Cc3ccccc3F)C2)cc1C (configuration not stated)	-5	-16	-14	-5	5	-5	5	-31	3	-7	5
CC(=O)O[C@@H]1[C@H](OC(=O)CC(C)C)c2c(ccc3ccc(=O)oc23)OC1(C)C	5	1	-2	-6	1	4	-8	10	7	-5	-22
COc1ccc(-c2nc3ccccc3c(=O)n2CCc2ccc(O)cc2)cc1	4	-12	-18	-17	-28	3	-9	-2	-1	8	-4
O=C1C(Cl)=C(Nc2ccccc2)C(=O)c2ccccc21	44	-3	-40	70*	-33	-16	5	-32	-2	88*	93*
O=C(NCCCN1CCN(c2ccccc2F)CC1)C1CCC(=O)N1C1CCCCC1 (configuration not stated)	-9	4	22	-21	-5	10	-1	-5	9	0	2
COc1cc(OC)cc(C(=O)Nc2ccc3c(c2)n(C)c(=O)n3C)c1	-5	-3	-3	-20	-13	-35	-14	-40	19	11	2
CCOc1cc(C(=O)N2CCC(CC3CC(c4cccc(Br)c4)=NO3)(C(=O)NCC3CCCCC3)CC2)cc(OCC)c1OCC (configuration not stated)	7	-6	28	-19	15	9	8	-6	32	18	5
OC1(c2ccccc2)CC(c2ccccc2)c2ccccc2O1 (configuration not stated)	12	1	-14	50*	-8	-8	-3	-32	10	4	10
CCN1CCN(CC(O)COCc2cc(OC)c(OC)c(OC)c2)CC1 (configuration not stated)	-4	6	12	9	-3	-2	-9	-11	8	-7	1
Clc1ccc(OCc2nc(-c3ccncc3)no2)cc1	-45	-4	-31	-30	-36	-40	-6	-19	-79	16	-36
CCOC(=O)C(C(=O)Nc1nccs1)C1CCCCC1 (configuration not stated)	5	7	13	9	5	13	-15	0	17	13	7
O=C(NCCc1ccccc1)c1ccc2nc(N3CCOCC3)sc2c1	-47	1	-22	-19	-13	-6	7	-28	-20	-7	-2
Cc1ccc(NC(=O)CCn2cnc3ccccc3c2=O)cc1	4	-1	13	-37	-11	-6	-10	-14	-5	-5	-1

13 compounds out of the list, ordered by molecular weight, descending.
SMILES	TWEAK-Fn14 inh	TLR9-MyD88 block	SRC3 inh	TROY signal inh	SRC1 inh	COUP-TFII inh	NOD2-RIPK2 inh	SRC2 inh	LRH-1 inv ag	TRAIL sens C8	EBV LMP1 NFkB
Cn1c(N)c(C(=O)COC(=O)c2ccc(Cl)c(S(=O)(=O)N3CCCC3)c2)c(=O)n(C)c1=O	-1	-2	13	19	8	-6	-12	-6	2	-8	-2
O=C(NCCC1CCCCN1S(=O)(=O)c1ccccc1)C(=O)NCCN1CCOCC1 (configuration not stated)	-6	0	1	4	1	13	-2	-5	9	7	-3
CCOc1ccccc1NC(=O)CSc1nnnn1-c1ccc(C(=O)OC)cc1	-11	-8	4	13	6	14	10	8	13	-9	-7
Cn1c(N)c(C(=O)COC(=O)/C=C/c2ccc(Cl)cc2Cl)c(=O)n(C)c1=O	24	/	-12	-5	-5	1	6	6	5	30	/
COc1ccc(-c2nc3ccccc3c(=O)n2CCc2ccc(O)cc2)cc1	4	-12	-18	-17	-28	3	-9	-2	-1	8	-4
COc1ccc(OC)c(S(=O)(=O)Nc2cccc3ccccc23)c1	19	/	2	-13	-2	15	-6	-29	-1	0	/
CCOC(=O)c1cc2oc(C)cc2n1CC(=O)OC1CCCCC1	9	-1	2	10	5	15	1	18	9	10	-16
CCNC(=O)C1(C)CCN(Cc2ccccc2-c2ccccc2)C1 (configuration not stated)	16	/	10	0	-5	6	4	8	22	-7	/
CN(C)S(=O)(=O)c1ccc(NC(=O)c2cccnc2)cc1	11	-8	7	12	7	7	-10	17	2	9	0
Cc1c(C(=O)Nc2ccncc2)oc2c1C(=O)CC(C)(C)C2	-22	13	-2	4	-14	1	-2	1	14	-10	3
Clc1ccc(OCc2nc(-c3ccncc3)no2)cc1	-45	-4	-31	-30	-36	-40	-6	-19	-79	16	-36
O=C1C(Cl)=C(Nc2ccccc2)C(=O)c2ccccc21	44	-3	-40	70*	-33	-16	5	-32	-2	88*	93*
CSc1cccc(-n2c(C)cc(C(N)=O)c2C)c1	30	6	2	45	-9	-9	10	1	-18	1	-12

Source: PubChem
